GPR55 antagonists: GPR55 antagonists blocking LPI-driven arrestin recruitment, primary screen, imaging, U2OS, beta-arrestin-GFP, LPI agonist (AID 2013); U2OS GPR55 beta-arrestin-GFP translocation imaging, LPI antagonism; higher % means a stronger effect; inhibition, % at 10 µM; hits with a dose series show IC50 in µM; actives 0.13% (n = 290,000);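 active means spots per cell inhibited over 60%, with over 100 cells counted and total cytoplasm intensity under 500,000; inconclusive means wells with under 100 cells, flagged as likely toxic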;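 further: U2OS cells stably carrying GPR55 and arrestin-GFP stimulated by 5 µM LPI near EC80; imaged beta-arrestin-GFP aggregate spots per cell after agonist stimulation; plate controls were LPI-stimulated DMSO wells for no effect and DMSO wells without LPI for full effect; some results filed as inactive read as strong as hits; confirmed hits need IC50 under 10 µM and bright autofluorescent wells are also inconclusive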
UTI89 phage lysis: protection from phage-mediated lysis, alamar blue read-out – E. coli UTI89, K1F phage, bacterial capsule biogenesis inhibitors (AID 488966); inhibition, % at 100 µM; hits with a dose series show IC50 in µM; actives 0.02% (n = 340,000); E. coli UTI89 K1F phage lysis, alamar blue, 2 h; higher % means a stronger effect;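 active means phage lysis inhibition, versus mean bacterial control, above a set limit; inconclusive means no clear call, values can overlap the other calls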;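 further: capsule biogenesis inhibitors block K1F phage lysis so surviving cells raise fluorescence; higher fluorescence means more inhibition of phage lysis; actives were called in the ten point dose series up to 300 µM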
GPR35 arrestin U2OS: inhibition of zaprinast-stimulated GPR35 beta-arrestin translocation – imaging, U2OS, beta-arrestin-GFP, zaprinast agonist, primary screen (AID 2058) | U2OS GPR35 beta-arrestin-GFP translocation imaging, zaprinast antagonism; higher % means a stronger effect | one-dose inhibition, % at 10 µM; IC50 in µM for titrated hits | actives 0.052% (n = 290,000);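 active means inhibition of at least 50% with at least 30 cells and total cytoplasm GFP at most 10,000,000; inconclusive means under 30 cells or total GFP of 10,000,000 plus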
NTR1 ag: agonists of NTR1, primary screen, imaging, U2OS cells, beta-arrestin-GFP, high content (AID 493036); activation, % at 20 µM; actives 0.17% (n = 330,000); NTR1-U2OS beta-arrestin-GFP spot imaging, agonist mode; P30989;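 active means activation at or above 40% of the spot to cytoplasm intensity ratio, with at least 20 cells analyzed; inconclusive means wells under 20 cells, flagged as cytotoxic or low count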;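 further: 0% = DMSO without peptide and 100% = 100 nM NTR1 peptide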
Target sequence (P30989 whole entry, looked up): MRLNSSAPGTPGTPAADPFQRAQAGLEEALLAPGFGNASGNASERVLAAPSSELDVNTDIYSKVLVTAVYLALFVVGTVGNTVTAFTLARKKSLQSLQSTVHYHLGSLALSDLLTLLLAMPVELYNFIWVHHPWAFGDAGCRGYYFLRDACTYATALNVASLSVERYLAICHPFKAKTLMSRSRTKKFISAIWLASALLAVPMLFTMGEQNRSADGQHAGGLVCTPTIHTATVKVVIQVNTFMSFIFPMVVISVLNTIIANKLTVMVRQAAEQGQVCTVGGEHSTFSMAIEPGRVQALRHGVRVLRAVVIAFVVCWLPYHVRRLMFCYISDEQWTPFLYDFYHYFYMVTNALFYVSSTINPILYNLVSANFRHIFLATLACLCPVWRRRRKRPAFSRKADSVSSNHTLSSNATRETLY
SIAH1 antagonists: Siah-1 peptide-binding antagonists, primary screen, biochemical, fluorescence polarization, rhodamine-plectin, uHTS (AID 1817) | Siah-1 / rhodamine-plectin peptide fluorescence polarization; higher % means a stronger effect | actives 0.02% (n = 290,000) | one-dose displacement, % at 20 µM; IC50 in µM for titrated hits;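 active means displacement of at least 50% at 20 µM, with a fluorescence ratio check between 0.3 and a set limit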;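 further: plate controls were Siah plus tracer with DMSO for no effect and tracer alone without Siah for full effect; strong numbers were not always called active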
HIV peptide binding: cell-free HIV fusion peptide-binding blockers – biochemical, uHTS, fluorescence dequenching, primary screen (AID 1986) | actives 0.3% (n = 290,000) | cell-free peptide binding, fluorescence dequenching, 30 min; higher % means a stronger effect | inhibition, % at 20 µM, or IC50 in µM where a hit was titrated; in the data active means inhibition mostly above about 52%, no sharp cut-off; inactive means mostly below about 76%; further: some results filed as inactive read as strong as hits
GPR55 activation: GPR55 agonists via beta-arrestin recruitment, primary screen, imaging, U2OS cells, beta-arrestin-GFP redistribution (AID 1961); U2OS GPR55 beta-arrestin-GFP redistribution imaging; higher % means a stronger effect; one-dose activation, % at 10 µM; EC50 in µM for titrated hits; actives 0.048% (n = 290,000);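 active means activation above 40% with more than 50 cells counted in the well; inconclusive means wells holding fewer than 50 cells, flagged as toxic or sparse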;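 further: U2OS osteosarcoma cells stably expressing GPR55 and beta-arrestin-GFP; plate controls were DMSO negative control for no effect and LPI positive control for full effect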
NS5 inhibitors: flavivirus cap methylation enzyme inhibition – biochemical, confirmation dose response, primary screen (AID 588689); Dengue-2 NS5 methyltransferase capping enzyme assay, biochemical; higher % means a stronger effect; inhibition, % at 25 µM, or IC50 in µM where a hit was titrated; actives 0.3% (n = 340,000); in the data active means a potency from the dose series; inconclusive means inhibition above about 29% without an active follow-up result
AID2073: inhibitors of Mint1-CaV2.2 protein interaction, biochemical, HTRF (AID 2073); HTRF protein-protein interaction, Mint1-CaV2.2; higher % means a stronger effect; one-dose inhibition, % at 20 µM; IC50 in µM for titrated hits; actives 0.19% (n = 290,000); in the data active means inhibition mostly above about 51%, no sharp cut-off; inconclusive means no clear call, values can overlap the other calls; inactive means mostly below about 53%; further: some results filed as inactive read as strong as hits
NTR1 ag cell count 20 µM: recorded beside NTR1 ag, whose call it bears; cell count; measured here: cell count, cytotoxicity flag
The depositor's hits bear a star; ? = inconclusive; / = no result given; [ ] = another dose, or the depositor's remark.

SMILES	GPR55 antagonists	UTI89 phage lysis	GPR35 arrestin U2OS	NTR1 ag	NTR1 ag cell count 20 µM	SIAH1 antagonists	HIV peptide binding	GPR55 activation	NS5 inhibitors	AID2073
COc1ccc(NC(=O)CC(Cc2ccc(Cl)cc2)C(=O)O)cc1 (stereo unspecified)	-18.3%	-1.4%[50 µM]	11.0%	0.7	82	-1.3%	1.4%	0.0%	0.7%	-0.3%
COc1ccc(Cc2c(N)nc(C)nc2N)cc1	1.5%	/	-3.7%	-0.7	83	18.1%	-0.3%	-0.3%	/	28.2%
Cc1ccccc1NC(=S)N1CCCCCC1	2.4%	0.2%	-2.1%	-0.4	49	0.5%	-0.8%	-0.1%	1.3%	-3.7%
Nc1nnc(SCC(=O)c2ccc([N+](=O)[O-])cc2)s1	4.8%	0.9%	9.4%	4.8	60	1.1%	-3.4%	-0.3%	-3.7%	3.8%
Cc1ccccc1NC(=O)Cn1nnc(C(=O)NCc2ccco2)c1N	-7.7%	0.2%	8.5%	-1.0	80	3.5%	-1.8%	-0.1%	-0.9%	-6.8%
C=CCn1c(COc2ccc(Cl)cc2)nnc1SCC(=O)NCC(=O)OCC	1.0%	0.6%	6.5%	-2.2	68	-5.9%	-2.1%	0.0%	-11.3%	?
CCOC(=O)c1sc(NC(=O)Nc2ccc(Cl)cc2)cc1C	-8.1%	2.4%	-8.4%	10.2	59	-7.9%	-0.3%	-0.3%	-12.0%	10.9%
Cc1oc(-c2ccccc2)cc1C(=O)Nc1cccc(C(=O)O)c1	3.2%	-1.9%	-11.6%	0.8	78	-0.1%	22.5%	0.8%	4.8%	21.1%
O=C(CNC(=O)c1[nH]cnc1C(=O)NC(c1ccccc1)c1ccccc1)OCc1ccccc1	-1.4%	1.7%	-3.4%	21.8	83	1.3%	0.8%	-0.2%	-2.0%	11.2%
COc1ccc(Cl)cc1NC(=O)C1CCCN(c2cc(C)nc3ncnn23)C1 (stereo unspecified)	-7.1%	0.0%	-4.8%	2.1	59	-0.3%	-0.1%	-0.1%	-2.4%	0.0%
COc1ccc(/C=N/Nc2ccc([N+](=O)[O-])cc2S(=O)(=O)N2CCN(C)CC2)cc1	10.6%	1.5%	7.4%	-0.8	57	8.0%	11.3%	0.6%	-20.8%	-1.7%
CN1CCC(=O)N([C@H](CN=[N+]=[N-])Cc2ccccc2)CC1	16.1%	5.5%	12.2%	1.1	61	8.9%	1.5%	0.0%	0.0%	1.0%
O=c1[nH]c2cc3c(cc2cc1CN(Cc1nnnn1CC1CCCO1)C1CCCCC1)OCO3 (stereo unspecified)	2.9%	0.1%	0.3%	0.8	43	0.5%	3.4%	-0.1%	?	27.3%
Cc1cccc(NCC(=O)N/N=C\c2cccn2C)c1	-1.1%	0.5%	0.8%	0.6	58	-5.9%	-1.2%	-0.1%	3.1%	6.0%
CCCCSc1nc(C)cc(C)c1S(=O)(=O)c1ccccc1C	2.1%	-0.2%	20.6%	1.7	58	3.5%	-2.7%	0.0%	-6.7%	6.0%
COc1ccccc1Cn1c(=S)[nH]c2cc(C(=O)NCCCN3CCOCC3)ccc2c1=O	7.9%	0.0%	2.1%	2.3	42	-1.1%	-1.6%	-0.1%	-2.7%	-32.4%
CCOc1ccc(C(=O)NC(C(=O)NCc2ccccn2)C(C)C)cc1 (stereo unspecified)	-2.4%	0.3%	11.9%	-0.9	56	2.9%	-2.2%	-0.1%	3.5%	-2.9%
CCCC(=O)NC(c1ccc(OC)cc1)c1c(O)ccc2ccccc12 (stereo unspecified)	3.1%	-0.6%[50 µM]	3.0%	-0.2	57	1.6%	0.9%	-0.1%	-10.4%	4.0%
Cc1ccc(NC(=O)c2ccco2)cc1C	5.1%	0.7%	9.5%	-0.4	66	1.6%	-2.3%	-0.1%	-4.8%	-10.1%
CCCCN(CCCC)S(=O)(=O)c1ccc(NC(=O)Cc2cccs2)cc1	2.0%	4.7%	4.8%	6.1	62	1.1%	0.0%	-0.1%	-13.1%	12.9%
Cc1cc(NC(=O)Nc2ccc(F)c(Cl)c2)no1	9.6%	2.5%	13.0%	2.8	71	-6.5%	-2.1%	-0.1%	-8.0%	8.0%
COc1ccc(/C=C/C(=O)Nc2ccccc2C(=O)N2CCCC2)cc1	16.8%	0.1%	1.0%	3.2	86	-1.3%	-1.1%	-0.1%	-1.6%	9.6%
CCOc1nc2cnccc2n(CC(=O)Nc2ccccc2C(=O)OC)c1=O	11.4%	0.2%	-8.6%	0.2	70	14.9%	1.5%	-0.2%	13.8%	8.8%
O=C(NCc1ccco1)c1ccc(Cl)s1	15.9%	0.0%	-7.5%	-0.2	47	1.3%	2.0%	1.9%	-3.7%	4.5%
O=C(Nc1nc(-c2ccncc2)cs1)c1ccc(F)cc1	1.5%	-0.4%	-12.6%	0.5	35	8.6%	1.0%	-0.3%	-16.3%	40.1%

Some values from the results shown.
UTI89 phage lysis with CCCC(=O)NC(c1ccc(OC)cc1)c1c(O)ccc2ccccc12 (stereo unspecified) stands at -0.6%[50 µM]
HIV peptide binding with Nc1nnc(SCC(=O)c2ccc([N+](=O)[O-])cc2)s1 stands at -3.4%

Further structures follow.
SMILES	GPR55 antagonists	UTI89 phage lysis	GPR35 arrestin U2OS	NTR1 ag	NTR1 ag cell count 20 µM	SIAH1 antagonists	HIV peptide binding	GPR55 activation	NS5 inhibitors	AID2073
COc1ccc(NC(=S)Nc2ccccn2)cc1	-2.2%	-0.1%	4.3%	0.3	62	-3.6%	-0.3%	-0.1%	7.6%	-25.9%
CCOC(=O)CNC(=O)c1cn(C)c(=O)c2cc(OC)c(OC)cc12	8.0%	-0.2%	16.6%	1.8	76	-4.1%	16.8%	-0.4%	0.8%	-0.7%
COC(=O)c1ccc(NC(=O)CSCc2ccc(C)cc2)cc1	-2.2%	7.2%	-8.2%	0.5	62	0.8%	-2.0%	0.7%	-4.0%	2.3%
Cc1cccc(C(=O)OCC(=O)Nc2sc3c(c2C#N)CCC3)c1	2.8%	1.1%[50 µM]	-9.5%	0.7	66	4.2%	5.3%	0.8%	-4.5%	28.5%
N#C/C(=C/c1ccccc1)C(=O)NCc1ccccc1	2.7%	1.0%	-8.5%	4.8	44	-4.2%	-1.0%	0.3%	-10.9%	1.8%
O=c1c2ccccc2nc2ccccn12	2.5%	0.2%	-5.4%	-0.1	57	6.6%	1.1%	0.2%	-1.5%	38.3%
Cc1noc(C)c1COc1cccc(C(=O)NCc2cccc(Cl)c2)c1	9.3%	7.1%	3.3%	0.1	67	-0.2%	-1.4%	0.1%	-6.5%	6.4%
CCc1ccccc1N(C(=O)c1cccs1)C1C=CS(=O)(=O)C1 (stereo unspecified)	-4.0%	5.1%	11.6%	-1.2	38	-6.1%	-3.0%	0.2%	-1.4%	-3.8%
CN(CCOc1ccccc1)S(=O)(=O)c1ccc2oc3ccccc3c2c1	8.9%	-0.5%	-8.3%	-2.0	59	2.8%	1.4%	-0.2%	-2.4%	19.4%
COc1ccccc1-c1csc(NC(=O)c2cc(-c3cccs3)nc3ccccc23)n1	-3.7%	-2.5%	-5.7%	0.0	36	-1.7%	1.7%	0.3%	-6.5%	24.2%
CCOc1ccc(N(CC(=O)Nc2ccccc2C(=O)NCc2ccco2)S(C)(=O)=O)cc1	-7.3%	4.3%	2.1%	-0.4	57	4.8%	-0.8%	0.0%	-1.6%	-0.5%
CCOC(=O)c1c(NC(=O)CSc2nnc(-c3cccc(C)c3)n2CC)sc(C(C)=O)c1C	-5.8%	0.3%	-15.7%	11.4	44	-2.0%	-0.5%	-0.1%	-19.9%	-4.1%
CC(C)c1ccc(NC(=O)CN2C(=O)c3ccccc3S2(=O)=O)cc1	3.8%	0.7%	13.2%	1.3	46	0.6%	3.7%	-0.1%	-8.0%	9.4%
COc1ccc(N(C)C(=O)CCS(=O)(=O)c2cccc3nsnc23)cc1	5.6%	0.1%	20.2%	-1.8	39	3.3%	-2.1%	-0.2%	0.0%	-6.7%
COc1ccc(NC(=O)C2CCN(S(=O)(=O)c3cccc4nonc34)CC2)c(OC)c1	11.3%	0.1%	-5.6%	1.3	49	-2.1%	-1.3%	-0.2%	-3.2%	4.0%
Cc1ccc(-n2c3c(cc(C(=O)Nc4cccc(C)n4)c2=O)C(=O)CCC3)cc1	1.2%	/	-8.0%	/	/	2.3%	-2.2%	0.3%	/	5.5%
O=C(O)CN1C(=O)C(=O)N(Cc2ccccc2F)C1=O	1.9%	0.1%	6.6%	-1.2	111	-3.9%	-1.0%	-0.1%	0.0%	-1.9%
CC(=O)N1CCN(C(=O)c2ccc(C(=O)c3ccccc3)cc2)CC1	7.6%	0.2%	-18.4%	1.7	47	8.1%	1.5%	-0.2%	4.9%	18.2%
Cc1ccc(N2CC(C(=O)Nc3ccc(S(=O)(=O)Nc4ncccn4)cc3)CC2=O)cc1C (stereo unspecified)	-1.6%	0.3%	-0.9%	2.1	45	-1.1%	0.9%	-0.1%	-8.3%	6.5%
CCCCCCN1C(=O)C(O)=C(C(C)=O)C1c1ccccc1[N+](=O)[O-] (stereo unspecified)	13.1%	0.8%	19.9%	-1.8	28	5.3%	-1.3%	0.0%	-4.4%	6.5%
CCOc1ccc(C2CC(=O)NC3=C2C(=O)CCC3)cc1Cl (stereo unspecified)	-5.9%	0.4%	-7.9%	1.2	53	1.4%	-0.9%	1.1%	-0.7%	-3.6%
CC1(C)Cc2c(sc(NC(=O)/C=C/C(=O)O)c2C#N)CO1	-13.5%	-0.1%	-12.3%	0.5	55	-4.9%	2.3%	0.2%	-10.3%	-8.0%
CCn1nnnc1SCC(=O)N1c2ccccc2Sc2ccccc21	2.8%	0.0%	-14.7%	-0.3	56	0.0%	-0.8%	-0.3%	0.7%	-5.2%
Cc1ccccc1Nc1nc(-c2sc(NC(=O)c3ccco3)nc2C)cs1	7.5%	1.0%	-2.2%	20.4	55	-7.9%	15.8%	1.3%	-13.4%	-3.6%
CCn1c(CCCNC(=O)c2ccco2)nc2ccccc21	4.7%	0.2%	9.9%	-0.4	51	-7.9%	-0.9%	0.5%	3.3%	10.0%
CN(C)c1ccc(C(=O)Nc2ccc(CN3CCS(=O)(=O)CC3)cc2)cc1	10.3%	-0.4%	3.7%	-0.8	59	3.5%	0.1%	-0.1%	6.9%	6.0%
